# TEAD-YAP block – TEAD-YAP interaction inhibition; HEK-TIYL cells, TEAD-Gal4/YAP UAS-luciferase luminescence; inhibition, % at 9.12 µM; hit rate 1.4% among 640,000; AID 1259422; in the data active = inhibition above about 32%;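 note: 0% = median of test compound wells and 100% = reference inhibitor wells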
# GPR151 activ – activates the human receptor GPR151 | Q8TDV0 | PathHunter beta-arrestin GPR151 cells, luminescence | activation, % at 11.2 µM | hit rate 1% among 650,000; in the data active = activation above about 4.9%;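 note: 0% = median of compound wells and 100% = cells with positive control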
# Target sequence (Q8TDV0 whole entry, looked up): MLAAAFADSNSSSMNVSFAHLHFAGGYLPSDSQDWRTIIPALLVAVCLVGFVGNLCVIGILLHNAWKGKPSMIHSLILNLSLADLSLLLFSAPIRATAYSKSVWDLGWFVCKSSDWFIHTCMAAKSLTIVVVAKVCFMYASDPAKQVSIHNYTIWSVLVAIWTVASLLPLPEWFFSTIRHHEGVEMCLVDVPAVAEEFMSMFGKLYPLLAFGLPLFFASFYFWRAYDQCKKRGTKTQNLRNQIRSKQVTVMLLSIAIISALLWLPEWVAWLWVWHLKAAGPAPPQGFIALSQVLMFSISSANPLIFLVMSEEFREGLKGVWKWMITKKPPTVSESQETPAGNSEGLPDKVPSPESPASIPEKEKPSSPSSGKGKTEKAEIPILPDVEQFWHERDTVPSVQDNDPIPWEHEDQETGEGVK
# MITF inh – inhibitors of human MITF. O75030. AlphaScreen MITF homodimerization, bead proximity signal. inhibition, % at 2.6 µM. hit rate 0.91% among 650,000; in the data active = inhibition above about 50%;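 note: 0% = vehicle wells with protein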
# Target sequence (O75030 whole entry, looked up): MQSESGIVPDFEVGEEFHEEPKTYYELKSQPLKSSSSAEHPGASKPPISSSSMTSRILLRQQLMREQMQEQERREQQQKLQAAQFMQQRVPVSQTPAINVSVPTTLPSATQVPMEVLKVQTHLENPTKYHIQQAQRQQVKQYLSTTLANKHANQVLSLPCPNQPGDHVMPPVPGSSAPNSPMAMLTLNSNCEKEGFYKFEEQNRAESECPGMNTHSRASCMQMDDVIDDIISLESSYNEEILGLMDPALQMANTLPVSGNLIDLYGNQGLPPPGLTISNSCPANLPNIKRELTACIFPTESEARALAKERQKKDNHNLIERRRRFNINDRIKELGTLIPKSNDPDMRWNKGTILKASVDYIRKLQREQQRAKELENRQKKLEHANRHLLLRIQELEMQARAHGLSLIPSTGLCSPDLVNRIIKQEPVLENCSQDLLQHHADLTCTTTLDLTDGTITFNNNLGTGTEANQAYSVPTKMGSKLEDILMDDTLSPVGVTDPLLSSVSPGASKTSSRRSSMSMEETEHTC
# FBW7 activator – human FBW7 E3 ligase activation, primary screen. Q969H0. AlphaScreen FBW7–phospho-cyclin E peptide binding, activator screen. normalized activity (activation), % at 26.1 µM. hit rate 0.13% among 650,000. AID 1259310; in the data active = normalized activity above about 1.9%;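 note: purified mutant Fbw7 with reduced substrate affinity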
# The depositor's hits bear a star.
smiles | TEAD-YAP block | GPR151 activ | MITF inh | FBW7 activator
CC(=O)c1ccc(NC(=O)CN2CCCc3ccccc32)cc1 | 5 | 0.0 | -3 | -0.1
CCc1cc2cc3c(cc2nc1SCC(N)=O)OCCO3 | -5 | 4.2 | 0 | 0.0
O=C(CN1CCN(c2ccccc2)CC1)N1c2ccccc2CCc2ccccc21 | 12 | 0.0 | 8 | 0.0
Cc1csc(NC(=O)CC23CC4CC(CC(Br)(C4)C2)C3)n1 | -23 | -0.3 | 19 | 0.1
O=C(CN1C(=O)c2ccc([N+](=O)[O-])cc2C1=O)Nc1cc(Cl)ccc1C(=O)O | -6 | 0.5 | -4 | 0.1
Cc1sc2ncnc(N3CCCC3)c2c1C | -23 | 0.2 | 10 | -0.1
CC(=O)N/C(=C\c1ccccc1)C(=O)NCc1ccccc1Cl | -1 | -0.1 | 2 | 0.8
Cn1c(=O)c2c(n(C)c1=O)n(CC(=O)N1CCCCC1)c(=O)n2C | 11 | 0.8 | 12 | 0.0
COc1ccc(-c2noc(N3CCCC(C(=O)Nc4ccccc4C#N)C3)n2)cc1 (stereo unspecified) | -7 | -2.8 | -4 | -0.2
CC(C)CN1C(=O)C(=O)/C(=C(/O)c2ccccc2)C1c1ccccc1 (stereo unspecified) | -9 | 0.5 | 14 | 0.0
COc1ccc(-c2cnc3c(Nc4ccccc4Cl)nccn23)cc1 | 3 | -1.5 | -12 | -0.2
COc1ccc2c(c1)CC1=C2CCC2(C)C(=O)CCC=C12 (stereo unspecified) | 12 | 2.8 | 7 | -0.1
CC(=O)c1ccc(NC(=S)N2CC(O)CC2C(N)=O)cc1 (stereo unspecified) | 1 | 0.6 | 8 | 0.4
COC(=O)c1sc2nc(-c3ccccc3)c(S(C)(=O)=O)cc2c1N | -4 | 0.3 | 1 | 0.2
COc1ccccc1C(=O)Nc1cccc2nsnc12 | 0 | -0.4 | 3 | 0.4
C=CCn1c(-c2ccccc2)csc1=Nc1cccc(O)c1 | -23 | 1.6 | 4 | -0.3
Cc1ccc(Oc2cc(C#N)c(C#N)cc2Oc2ccc(C)c(C)c2)cc1C | 1 | 0.0 | 14 | 0.0
Cc1ccccc1-n1ncc2c(=O)n(CC(=O)N3CCC(Cc4ccccc4)CC3)cnc21 | 20 | -2.0 | -9 | -0.1
CC(C)N(Cc1nc(-c2ccccc2)no1)C(=O)CCCN1C(=O)c2ccccc2C1=O | 9 | 11* | 14 | 0.0
Cc1c(NC(=O)C(C)Oc2ncnc3ccccc23)c(=O)n(-c2ccccc2)n1C (stereo unspecified) | 3 | -1.2 | 3 | -0.1
Cc1cc2c(NC3CCCCC3)ncnc2s1 | 15 | 0.6 | 10 | 0.1
Cc1ccc(Cl)cc1N1CCN(S(=O)(=O)c2ccc3c(c2)CCC(=O)N3)CC1 | -2 | -0.7 | -21 | 0.0
CN=C1SC(CC(=O)Nc2cccc(C(=O)O)c2)C(=O)N1C (stereo unspecified) | 10 | 2.7 | 53* | -0.3
CCOc1ccc(C2C(C(N)=O)=C(C)Nc3nc(-c4ccccc4Cl)nn32)cc1OC (stereo unspecified) | 8 | -0.7 | -1 | 0.0
CCOc1ccccc1-n1c(=S)sc2c(=O)n(-c3ccc(F)cc3)c(SC)nc21 | -10 | 2.2 | 10 | -0.1
C=CCC1C=CCC(CC=C)N1C(=O)c1ccccc1[N+](=O)[O-] (stereo unspecified) | 1 | 9.2* | -4 | -0.3
Cc1cc(C)cc(NC(=O)CSc2cn(C)c3ccccc23)c1 | 7 | 3.8 | 6 | -0.1
O=C1CC(N2CCC(Cc3ccccc3)CC2)C(=O)N1c1ccccc1 (stereo unspecified) | -4 | -0.1 | 2 | -0.1
COc1ccc(/C=C/C(C)=N\Nc2ccc([N+](=O)[O-])cc2)cc1 | 10 | -4.8 | -5 | 0.5
Cc1cc2ccccn2c1C(=O)c1cccc([N+](=O)[O-])c1 | 17 | 1.8 | -1 | 0.1
Cc1ccc(C2C=C(c3cccc(Br)c3)Nc3nnnn32)cc1 (stereo unspecified) | 6 | 1.3 | 9 | 0.2
Cc1ccc(-n2c(=O)[nH]cc(C(=O)Nc3ccc(Br)cc3)c2=O)cc1C | -7 | -0.6 | 0 | 1.1
COc1ccccc1CN=CC1=C(O)CC(C)(C)CC1=O | -10 | 0.0 | -14 | 0.1
Nc1ncnc(N2CCN(c3ccccc3Cl)CC2)c1[N+](=O)[O-] | 1 | 0.6 | 7 | -0.1
OC(CN1CCC(Nc2ccc3[nH]ncc3c2)CC1)c1ccc(Br)cc1F (stereo unspecified) | 8 | 2.6 | 21 | -0.7
CC[n+]1ccc(C)c2cc(SC(F)(F)F)ccc21 | 7 | 1.2 | -5 | -0.1
COc1ccnc(N2CCC(Oc3cccc(-c4cccs4)c3)CC2)n1 | 15 | -1.1 | 11 | 0.2
COc1cccc(-c2cn3c4c(=O)n(C)c(=O)n(C)c4nc3n2-c2ccc3c(c2)OCCO3)c1 | 9 | 0.4 | 2 | -0.2
Cc1nc2ccccc2nc1CN1CCC(CO)(CC2CCCCO2)CC1 (stereo unspecified) | 1 | -0.1 | 1 | -0.1
COCCC(=O)N1CCc2c([nH]c3ccccc23)C1c1cc(F)ccc1F (stereo unspecified) | -22 | -1.4 | -1 | -0.1
CC(=O)C12c3ccccc3C(c3ccccc31)C1C(=O)N(c3ccc(C)c(Cl)c3)C(=O)C12 (stereo unspecified) | -3 | 2.6 | 8 | -0.1
CCOc1ccc(C2C=C(c3ccc(C(C)C)cc3)Nc3nnnn32)cc1 (stereo unspecified) | -23 | 1.3 | 6 | -0.1
Cc1ccc(C(=O)Nc2nnc(C3CCCCC3)o2)cc1C | 14 | 0.5 | -23 | 0.2
Cc1nc2cc(-c3ccc(F)cc3)nn2c(N2CCN(C)CC2)c1C | 7 | 0.4 | 4 | 0.0
CCOC(=O)CCn1c(=O)c2c(nc3n2CCN3c2ccccc2)n(C)c1=O | 3 | 4.3 | 2 | 0.1
Cn1c(O)c(/C=C/c2ccc3ccccc3n2)c(=O)[nH]c1=O | 17 | 0.7 | 1 | 0.0
NNC(=O)c1cc2sc(Cl)cc2[nH]1 | 4 | -1.5 | 3 | 0.7
O=C(c1cncc(Br)c1)N1CCN(c2ccc(N3CCOCC3)nn2)CC1 | 6 | 0.2 | 5 | 0.1
CCOC(=O)c1sc2cc([N+](=O)[O-])cc(SCc3ccccc3)c2c1NC(C)=O | -4 | 0.0 | 13 | 0.1
Cc1cc(Cl)ccc1N=C1N=C(N)c2ccccc21 | 13 | -0.2 | 12 | 0.1
CCN(CC)S(=O)(=O)c1ccc(OC)c(NC(=O)COC)c1 | -3 | -0.2 | -10 | 0.1
COc1ccc(NC(=O)N2CCCC2)cc1OC | 5 | 0.6 | 10 | 0.1
O=C(Nc1ccc2c(c1)CN(CC#Cc1ccccc1)CC2)c1ccncc1 | 4 | -0.7 | 20 | 0.1
COc1ccc(Br)cc1CNC(=O)Cn1ncc2c(=O)oc3ccccc3c21 | -1 | 0.7 | 9 | 0.2
CCc1c(C)nc(SCC(=O)N2CCN(c3ccccc3)CC2)[nH]c1=O | 13 | -0.7 | 5 | 0.3
Cc1ccc(C(=O)Nc2ccc3oc(Cc4ccc(Cl)cc4)nc3c2)cc1[N+](=O)[O-] | 18 | 2.8 | -5 | 0.1
CC1CCN(C(=O)c2cc3c(s2)-c2ccccc2OC3)CC1 | 32 | -1.4 | 7 | 0.3
O=C(CSc1nc2ccccc2o1)Nc1nc(-c2ccc(Br)cc2)cs1 | -25 | 2.0 | 12 | 0.2
Cn1c(SCC(=O)Nc2ccc(C(N)=O)cc2)nnc1-c1ccccn1 | 9 | -1.2 | 9 | 0.1
Cc1cnc(Nc2ccc(C(F)(F)F)cc2)nc1NCCOc1ccccc1 | 13 | 1.7 | 0 | 0.0

# Taken from above.
# `COc1ccc(Br)cc1CNC(=O)Cn1ncc2c(=O)oc3ccccc3c21` in FBW7 activator is listed with 0.2
# `NNC(=O)c1cc2sc(Cl)cc2[nH]1` in TEAD-YAP block is listed with 4
# `COc1ccc(NC(=O)N2CCCC2)cc1OC` in GPR151 activ is listed with 0.6

# (continued)
smiles | TEAD-YAP block | GPR151 activ | MITF inh | FBW7 activator
CCOc1ccc(S(=O)(=O)Oc2cccc3cccnc23)cc1 | 12 | -0.1 | 14 | 0.4
COc1cccc(Nc2nc(-c3cc4c(ccc5ccccc54)oc3=O)cs2)c1 | 11 | 0.5 | 1 | 0.3
CCC(=O)Nc1nc(-c2ccc(C)cc2)cs1 | -58 | 0.2 | 12 | -0.1
COc1ccc(CN2CCN3C(=O)[C@H](Cc4ccccc4)NC(=O)[C@H]3C2)cc1 | 5 | -1.0 | 0 | -0.2
Cc1ccc(-n2cccn2)c(CN2CCC(n3nccc3NC(=O)C3CC3)CC2)c1 | -4 | -0.7 | -3 | -0.1
N#Cc1c(-c2cccc([N+](=O)[O-])c2)c(C#N)c(=O)n(N)c1N | 7 | 0.5 | -1 | -0.3
COc1ccc(-n2c(SCC(=O)Nc3ccccc3OC)nc3ccsc3c2=O)cc1 | 2 | -0.8 | 4 | 0.0
Cc1cc(C)c2c(N)c(C(=O)NN3CC(=O)N(c4ccccc4)CC3=O)sc2n1 | 4 | -1.3 | -13 | -0.1
CCc1noc(N)c1C(=O)Nc1ccc(C)c(Cl)c1 | 0 | -0.7 | 12 | 0.0
COc1ccc(C(=O)N2CCN(C(=O)c3ccccc3OC)CC2)cc1OC | -1 | -1.6 | 14 | 0.3
CCc1ccc(NC(=O)c2ccc(N3CCN(c4cc(C)ccc4C)CC3)c([N+](=O)[O-])c2)cc1 | 6 | -1.0 | 0 | -0.1
COC(=O)[C@@H]1C[C@H](NC(=O)c2ccccc2-c2ccccc2)CN1Cc1ccccc1O | 3 | -2.3 | -9 | -0.1
CCOc1cccc2cc(C(=O)N3CCc4ccccc43)c(=O)oc12 | 5 | 0.7 | -4 | 0.0
CCOC(=O)CN1CCN(C(=O)NCc2ccco2)C(C(=O)NCc2ccccc2)C1 (stereo unspecified) | 3 | 2.9 | 4 | -0.1
O=C(c1nc2sccn2c1CNCCCOc1cccnc1)N1CCCCCCC1 | 3 | -0.4 | 7 | 0.2
O=C(CN(C1CCCCC1)S(=O)(=O)c1ccc(F)cc1)NCCO | -3 | 1.0 | -3 | 0.0
O=C(NC1CCCC1)c1ccc(N2CCCCC2)c([N+](=O)[O-])c1 | -30 | 0.9 | 13 | -0.3
COc1ccc(C(=O)NNC(=O)C(=O)Nc2ccccc2C)cc1 | 1 | 0.0 | -1 | -0.1
COc1ccc(CNc2ccc3c(c2)nc(C)n3Cc2ccccc2)cc1OC | -6 | -1.2 | 4 | -0.6
CCOc1ccc(C2C(C#N)=C(N)N(c3ccc(Br)cc3)C3=C2C(=O)CCC3)cc1 (stereo unspecified) | 3 | -0.2 | 8 | 0.0
CCOC(=O)c1cc2occc2n1CC(=O)C(C)(C)C | 5 | -1.4 | 11 | -0.1
COC(=O)c1c(OC2Cc3ccccc3C2)cc(=O)n2c1CCN(C1CCSC1)CC2 (stereo unspecified) | 1 | -0.5 | 11 | -0.1
COc1ccccc1N1C(=O)c2ccc(C(=O)c3cccc([N+](=O)[O-])c3)cc2C1=O | -1 | 1.2 | 3 | -0.1
CCN1C(=O)/C(=C\c2nc3ccccc3c(=O)n2-c2cccc(OC)c2)c2ccccc21 | 2 | -0.3 | 5 | -0.2
CCOC(=O)CNC(=O)Cn1c(C)cc2ccccc2c1=O | 4 | -0.4 | 9 | 0.0
N#Cc1ccccc1NC(=O)CSc1nc2cc3ccccc3cc2[nH]1 | -3 | 0.3 | 5 | 0.0
C/C(=N\NC(=O)CSc1ncccn1)c1ccc(C)cc1 | -3 | 0.5 | -5 | -0.1
COc1ccccc1C(=O)N1CCC(n2c(C)nc3cc(F)ccc32)CC1 | 1 | 0.7 | 28 | 0.0
COc1ccc(-c2noc(C3CCCN(C(=O)c4ccccc4OC)C3)n2)cc1 (stereo unspecified) | -10 | -0.6 | 9 | 0.2
CC(=O)C1=C(C)Nc2ncnn2C1c1ccc(Cl)cc1 (stereo unspecified) | 3 | 1.4 | 6 | 0.1
Cc1ccc(NC(=O)c2c(N)sc3c2CCC3)cc1 | 4 | -1.5 | -7 | 0.0
CCCC(=O)Nc1c(C(=O)Nc2ccc(F)cc2)oc2cccnc12 | -19 | -3.0 | -6 | -0.3
O=C(COc1ccc([N+](=O)[O-])cc1)NCc1ccncc1 | 7 | -1.5 | -7 | 0.0
O=C(N/N=C/c1c[nH]c2ccccc12)c1cc(-c2ccncc2)nc2ccccc12 | 35* | -2.1 | 6 | 0.0
CSCCC(NC(=O)c1cccc(C)c1)C(=O)NCc1ccccc1F (stereo unspecified) | -3 | -0.9 | 5 | 0.0
CC(=O)c1cccc(NC(=O)CCCOc2cc(C)ccc2C)c1 | 4 | -2.1 | 12 | -0.2
Clc1ccc(OCCOCCn2cncn2)cc1Cl | -3 | -1.9 | 80* | 0.1
O=C(NCc1ccco1)c1ccc(CSCc2c(F)cccc2Cl)o1 | -4 | 1.1 | 3 | 0.0
CCCC(=O)NCC1Cc2cccc(-c3ncccn3)c2O1 (stereo unspecified) | -2 | 2.7 | 17 | 1.2
C(=N\c1ccccn1)/c1cccc2ccccc12 | -13 | -0.9 | 13 | 0.2
O=C(COc1ccc(Cl)cc1Cl)Nc1n[nH]c(=S)s1 | -7 | 3.4 | 1 | 0.3
COc1ccc(CC(=O)O/N=C(\N)Cc2cccc3ccccc23)cc1 | -10 | -1.6 | -6 | 0.1

# Compound profiles, as listed above:
# COc1ccc(-c2noc(C3CCCN(C(=O)c4ccccc4OC)C3)n2)cc1 (stereo unspecified) as listed: TEAD-YAP block: -10; GPR151 activ: -0.6; MITF inh: 9; FBW7 activator: 0.2
# CC(=O)c1cccc(NC(=O)CCCOc2cc(C)ccc2C)c1 as listed: TEAD-YAP block: 4; GPR151 activ: -2.1; MITF inh: 12; FBW7 activator: -0.2
